High-throughput results (PubChem BioAssay)
HKDC1 inh – blocks human hexokinase HKDC1 activity | recombinant HKDC1, G6PDH/diaphorase resazurin coupled fluorescence | inhibition, % at 20 µM | hit rate 0.16% among 340,000;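 active = inhibition above about 35% when tested at 20 µM, limit read from the data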;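 also: plate controls were DMSO wells with enzyme for no effect and DMSO wells lacking enzyme for full effect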
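Assay system: in-house recombinant HK5 (HKDC1) enzyme. Input: HKDC1 at 5 µg/mL. Medium: Tris pH 8.0 buffer with MgCl2, Tween-20, BSA, BME. Dosing: single 20 µM dose. Schedule: 90 min reaction incubation at room temperature, dark. Signal: resazurin-to-resorufin fluorescence via G6PDH and diaphorase coupling, 525/613 nm. Controls: DMSO-enzyme wells negative, buffer-substituted wells positive.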
SENP1 inh – inhibitors of human SENP1 SUMO protease catalytic domain; Q9P0U3; recombinant SENP1 catalytic domain, CyPet-SUMO1-YPet FRET cleavage; inhibition, % at 10 µM; hit rate 0.21% among 360,000; AID 624204;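 active = inhibition at least 30% at 10 µM, raw YFP signal under a set limit, fluorescence ratio 0.5 to 1.5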;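 also: 0% = enzyme with DMSO and 100% = no enzyme wells; some results filed as inactive read as strong as hits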
Target sequence (Q9P0U3 419-644 limits assumed): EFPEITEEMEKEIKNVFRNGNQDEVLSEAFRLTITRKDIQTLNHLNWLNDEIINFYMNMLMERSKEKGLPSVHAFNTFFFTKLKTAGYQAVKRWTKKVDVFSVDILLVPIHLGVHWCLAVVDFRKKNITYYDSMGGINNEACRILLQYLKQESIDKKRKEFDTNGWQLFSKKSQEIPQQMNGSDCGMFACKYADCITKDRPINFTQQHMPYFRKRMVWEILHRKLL
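Assay system – human recombinant His6-tagged SENP1 catalytic domain enzyme · Input – SENP1 enzyme, 20 pM final · Buffer or medium – Tris pH 8 buffer plus EDTA, NaCl, BME, BSA, NP40, catalase · Schedule – 50 min reaction at room temperature · Technique – FRET read of cyan and yellow fluorescence · Control set – no-enzyme wells low, DMSO-plus-enzyme wells high control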
NALP3 yeast inh – inhibitors of NALP3 inflammasome in yeast; Yeast reconstituted NLRP3/ASC/caspase-1, beta-gal luminescence, 24 h; inhibition, % at 10 µM; hit rate 0.39% among 330,000; AID 2825;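 active = inhibition of 50% or more; inactive = inhibition below 50%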;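 also: plate controls were induced DMSO wells for no effect and uninduced yeast grown without galactose for full effect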
SENP7 inh – inhibitors of human SENP7 protease; recombinant SENP7, Z-RLRGG-aminoluciferin luminescence, 40 min; inhibition, % at 5 µM; hit rate 1.5% among 330,000; AID 434973;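 active = inhibition above about 50% at the single test dose, limit read from the data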;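 also: plate controls were DMSO with enzyme for no effect and no enzyme buffer wells for full effect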
SENP8 block-1 – blocks human SENP8 cleavage of Nedd8 substrate; inhibition, % at 20 µM; AID 602440; recombinant SENP8, Nedd8 substrate fluorescence; hit rate 0.64% among 360,000; Q96LD8; in the data active = inhibition mostly above about 40%, no sharp cut-off; inactive = mostly below about 27%
Target sequence (Q96LD8 whole entry, looked up): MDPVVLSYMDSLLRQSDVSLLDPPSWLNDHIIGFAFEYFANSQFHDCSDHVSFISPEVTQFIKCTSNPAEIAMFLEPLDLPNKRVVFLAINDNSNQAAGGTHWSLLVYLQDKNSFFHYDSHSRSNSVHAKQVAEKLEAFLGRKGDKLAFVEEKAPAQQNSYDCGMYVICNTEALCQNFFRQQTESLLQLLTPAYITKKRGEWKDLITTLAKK
SENP8 block-2 – blocks the human protease SENP8. purified SENP8, Z-RLRGG-aminoluciferin cleavage, luminescence. inhibition, % at 10 µM. hit rate 1.2% among 330,000. AID 2540; in the data active = inhibition above about 50%
Apaf-1 inh – inhibitors of human Apaf-1 apoptosome. hit rate 0.71% among 330,000. reconstituted apoptosome caspase-3 activity, DEVD-Rh110 fluorescence. inhibition, % at 20 µM. O14727. AID 489030; active = inhibition of at least 40% at 20 µM;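 also: plate controls were DMSO wells for no effect and DEVD-CHO caspase inhibitor wells for full effect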
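System – cell-free apoptosome with Apaf-1, procaspase-3 and caspase-9 · Buffer or medium – pH 7.5 Hepes buffer with CHAPS, BSA, DTT · Also added – cytochrome c with DEVD-Rh110 · Times – 30 min compound preincubation, 50 min activation, room temperature · Technique – Rh110 fluorescence intensity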
PfG6PD inh – PfG6PD (Plasmodium falciparum) enzyme inhibition; PfGluPho enzyme, NADPH resazurin-diaphorase fluorescence; inhibition, % at 20 µM; hit rate 0.78% among 350,000;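 active = inhibition reaching at least a set limit at 20 µM in the primary screen, cut at about 59% in these data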;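 also: 0% = DMSO wells with substrate and 100% = DMSO wells lacking glucose-6-phosphate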
SENP6 inh – SENP6 protease inhibition; hit rate 1.8% among 330,000; AID 2599; inhibition, % at 10 µM; Recombinant SENP6 catalytic domain, aminoluciferin luminescence; Q9GZR1;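 active = inhibition above about 50% at the single tested dose, limit read from the data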;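 also: plate controls were DMSO wells with enzyme for no effect and DMSO wells lacking enzyme for full effect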
Target sequence (Q9GZR1 628-1112 limits assumed): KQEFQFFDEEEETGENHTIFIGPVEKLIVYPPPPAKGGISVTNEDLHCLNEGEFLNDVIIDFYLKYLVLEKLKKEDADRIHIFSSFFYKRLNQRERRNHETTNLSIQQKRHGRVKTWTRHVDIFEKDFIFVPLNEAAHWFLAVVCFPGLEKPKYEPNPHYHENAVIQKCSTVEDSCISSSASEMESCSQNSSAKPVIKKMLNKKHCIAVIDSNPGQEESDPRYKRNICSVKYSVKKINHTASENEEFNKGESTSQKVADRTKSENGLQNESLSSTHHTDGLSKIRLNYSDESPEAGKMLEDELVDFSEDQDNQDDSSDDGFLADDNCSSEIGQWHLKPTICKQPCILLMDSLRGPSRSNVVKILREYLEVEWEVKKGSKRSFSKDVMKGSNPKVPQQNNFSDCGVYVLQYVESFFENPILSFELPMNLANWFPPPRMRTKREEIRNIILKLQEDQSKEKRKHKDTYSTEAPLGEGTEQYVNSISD
* hit, by the source's call; / = not tested or not shown.

compound	HKDC1 inh	SENP1 inh	NALP3 yeast inh	SENP7 inh	SENP8 block-1	SENP8 block-2	Apaf-1 inh	PfG6PD inh	SENP6 inh
Cc1ccccc1Nc1nc(N)nc(CN2CCN(c3ccccn3)CC2)n1	-2.8	-9.8	12.0	3.2	7.8	8.4	6.5	15.0	-15.3
COc1cc(C(=O)Nc2cccc(-c3nc4cc(C)ccc4o3)c2)cc(OC)c1OC	-0.6	-0.2	17.0	0.8	4.1	3.1	4.1	3.5	8.2
Cc1cccc(C)c1NC(=O)c1cccc2c1C(=O)N(C1CCCCC1)C2	-3.8	1.8	16.4	1.4	10.4	7.8	29.0	9.8	0.6
Cc1cc(N/C=C/C(=O)c2ccc(Br)cc2)no1	0.5	0.4	32.5	1.3	-9.6	-7.9	-18.9	-4.3	-25.2
CCCc1c(O)nc(SC2CC(=O)N(c3cc(OC)ccc3OC)C2=O)[nH]c1=O (stereo not drawn)	-6.0	1.1	-3.9	3.9	11.1	7.1	-11.2	-0.2	-7.8
O=C(NCCCn1ccnc1)c1cn(-c2ccccc2)nc1-c1ccccc1	4.1	-0.7	9.1	-7.0	17.5	-4.3	-4.5	-15.0	-6.7
CC1(C#N)c2ccccc2C(Br)=CN1C(=O)c1ccccc1 (stereo not drawn)	2.4	4.5	23.9	-0.8	20.9	-0.5	-1.9	-16.3	-4.6
O=C(C1CCCC1)N1CCCC(Nc2ccc(F)cc2)C1 (stereo not drawn)	-3.0	1.2	3.7	-8.8	6.7	-1.4	-3.8	11.7	-11.6
Cc1ccccc1CCNC(=O)Cn1nc(C)c2c(C)n(-c3ccccc3)nc2c1=O	-4.3	-1.1	17.9	4.6	5.2	10.8	9.6	-5.2	-7.6
Cc1ccc(C(=O)CSC2=C(C#N)C(c3ccco3)CC(=O)N2)c(C)c1 (stereo not drawn)	-0.9	-6.3	12.6	4.3	-22.7	-7.2	13.3	-2.2	-9.0
COCC(=O)N1CCC(Oc2ccc(C(=O)N3CCN(C)C[C@@H]3C(C)C)cc2)CC1	-4.5	-3.5	8.6	-5.5	6.6	-1.6	-15.8	-3.6	-9.3
COC(=O)Nc1ccc(S(=O)(=O)Nc2ccc(C(=O)O)cc2)cc1	-12.4	0.5	5.3	-10.9	-0.2	-10.5	7.9	-12.2	-15.2
Oc1cc(-c2cccnc2)cc2cccnc12	1.1	-1.5	37.7	0.7	4.7	3.9	-4.5	11.7	-1.9
CCOCc1nc(N)[nH]c(=O)c1Cc1ccc(OC(C)C)cc1	-2.5	-8.6	-7.7	-6.2	4.6	3.6	3.9	-16.0	7.7
Cc1cccc(NC(=O)[C@@H]2CCCN2S(=O)(=O)c2ccc(Cl)cc2)c1	-4.2	3.0	5.5	1.7	7.8	6.2	4.6	1.9	-1.9
CC(C)(C)C(=O)NNc1nc(-c2ccccc2)c2cc(Br)ccc2n1	-8.6	1.0	16.2	4.2	9.0	-1.4	22.8	32.7	8.4
CC(=O)Nc1ccc(S(=O)(=O)N(C)CC(=O)OCCOc2cccc(C)c2)cc1	-5.2	1.6	8.2	3.9	1.7	-10.9	2.5	-0.5	-19.0
CCOc1ncccc1C(=O)Nc1nnc(C2CC2)s1	13.8	-1.3	13.0	4.3	-12.0	7.4	-9.1	-10.7	-5.8
Cc1cc(/C=N/NC(=O)c2nn(C)cc2Cl)c(C)n1-c1cccc(Br)c1	-3.0	0.4	2.2	2.6	-8.4	0.6	4.0	-5.5	5.9
O=C(NCc1cccs1)C1CCCN1C(=O)Nc1ccccc1[N+](=O)[O-] (stereo not drawn)	1.1	2.3	-5.4	-10.9	8.3	-7.1	-2.1	-9.9	-6.9
O=C1CCCN1CCC(=O)N1CCCC(CO)(Cc2ccccc2)C1 (stereo not drawn)	-2.6	-0.3	-0.9	10.4	5.8	-9.2	-7.3	-2.5	-8.3
Cc1n[nH]c(C)c1CS(=O)(=O)c1ccccc1	-11.3	0.2	15.4	-5.9	4.8	-2.6	1.1	10.0	-3.1
O=C(N/N=C/c1ccc(N2CCOCC2)s1)c1ccc(NS(=O)(=O)c2cccs2)cc1	-9.5	-32.9	0.6	-0.3	-403.8	1.5	-4.2	16.9	-2.2
CCc1nnc(N/N=C/c2cc(Br)c(O)cc2O)n1N	12.7	-5.8	-4.7	5.0	14.6	8.8	21.7	52.4	20.1
CCOc1ccc(NC(=O)C(=O)NCCN2CCN(C(=O)c3ccc(C)cc3)CC2)cc1	-3.1	-1.2	15.0	2.4	6.7	2.6	-3.4	-1.7	-11.6
Cc1csc(=O)n1CCC(=O)OCC(=O)NNC(=O)c1ccc(Cl)cc1	-3.1	0.3	23.9	-9.0	-9.5	-7.8	6.4	2.5	-6.9
O=C(CCCOc1ccc(Cl)cc1Cl)N1CCc2ccccc2C1	-1.4	-2.3	19.4	-2.2	5.0	-4.5	27.6	0.7	-22.9
Cc1cc(NC(=O)CSc2n[nH]c(CC(C)C)n2)no1	-7.0	2.3	21.6	4.1	9.7	2.1	-6.2	-17.9	-0.7
C[C@@H]1CN([C@H](C)CO)C(=O)Cc2cc(NS(=O)(=O)c3cn(C)cn3)ccc2O[C@H]1CN(C)S(=O)(=O)c1ccc(Cl)cc1	3.1	1.2	4.4	3.1	12.3	0.6	-7.1	12.3	-18.5
COC(=O)C1=C(C)N(C)C(C)=C(C(=O)OC)C1c1ccc(Cl)cc1	-1.8	1.1	6.9	4.1	-18.1	-1.4	6.3	7.5	6.5

Laid out differently: entries from further up
Cc1ccccc1CCNC(=O)Cn1nc(C)c2c(C)n(-c3ccccc3)nc2c1=O
- HKDC1 inh: -4.3
- SENP1 inh: -1.1
- NALP3 yeast inh: 17.9
- SENP7 inh: 4.6
- SENP8 block-1: 5.2
- SENP8 block-2: 10.8
- Apaf-1 inh: 9.6
- PfG6PD inh: -5.2
- SENP6 inh: -7.6

COCC(=O)N1CCC(Oc2ccc(C(=O)N3CCN(C)C[C@@H]3C(C)C)cc2)CC1
- HKDC1 inh: -4.5
- SENP1 inh: -3.5
- NALP3 yeast inh: 8.6
- SENP7 inh: -5.5
- SENP8 block-1: 6.6
- SENP8 block-2: -1.6
- Apaf-1 inh: -15.8
- PfG6PD inh: -3.6
- SENP6 inh: -9.3

Other records:
compound	HKDC1 inh	SENP1 inh	NALP3 yeast inh	SENP7 inh	SENP8 block-1	SENP8 block-2	Apaf-1 inh	PfG6PD inh	SENP6 inh
Cc1c(C(=O)N2CCN(S(C)(=O)=O)CC2)oc2ccccc12	-6.3	1.2	15.4	7.9	6.6	3.6	-8.0	-8.2	-10.2
COCCOC(=O)c1c(C)oc2ccc(NS(=O)(=O)c3ccc(C)cc3)cc12	-1.2	0.3	20.5	5.2	15.5	6.1	7.7	-10.8	6.4
COc1ccc(C(=O)NC2=C(C#N)CCC2)cc1OC	-7.8	0.6	9.6	-6.3	11.9	-1.9	-9.3	11.5	-14.1
CC(C)(C)c1cc(N)on1	-5.1	1.5	-11.4	-1.9	15.5	-1.8	-4.4	-5.4	-3.2
O=C(OCC(=O)N1CCc2ccccc2C1)c1cc(=O)[nH]c2ccccc12	-3.4	1.6	-10.3	6.7	-174.8	0.2	-3.8	-2.5	-24.5
Fc1ccc(CN2CCN(c3ncccn3)CC2)c(F)c1	-8.1	-0.5	7.7	-13.5	12.1	1.2	2.1	9.4	10.3
Cc1nn(-c2ccccc2)c(C)c1CN	16.2	5.8	20.4	5.4	16.5	1.8	-12.2	-7.2	1.2
COc1ccc(C(=O)COC(=O)CSCc2c(C)noc2C)cc1OC	-10.4	-0.4	-1.4	-11.8	25.0	-6.8	-0.6	0.3	-15.0
O=C(NCc1ccc(OC(F)(F)F)cc1)C1CC(c2cccc(F)c2)=NO1 (stereo not drawn)	0.2	1.2	37.7	-4.5	10.6	1.2	7.0	4.0	3.1
Cc1ccc(S(=O)(=O)Nc2ccc(S(=O)(=O)Nc3ncccn3)cc2)cc1	-9.2	0.9	19.6	-3.2	-20.0	1.6	6.5	-21.8	-15.3
O=C(Cc1ccc(Br)cc1)N/N=C/c1ccc(-c2cccc(C(=O)O)c2)o1	1.4	-8.0	-4.9	2.3	-300.1	2.0	-13.3	-15.9	-9.3
Cc1cc([N+](=O)[O-])nn1CC(=O)N/N=C/c1ccccc1O	-20.1	1.5	-5.0	7.5	12.1	6.1	-19.1	-17.3	-8.6
CCOC(=O)c1ccc(NC(=O)CNS(=O)(=O)c2ccccc2)cc1	-1.5	0.7	-12.8	7.3	21.8	6.3	1.9	12.5	0.1
COc1ccccc1C1=NOC(COC(=O)c2ccc(Br)cc2)C1 (stereo not drawn)	-2.0	0.3	13.7	-7.8	7.9	2.6	21.0	5.8	8.1
COCCN(C(=O)CSCc1ccccc1)c1c(N)n(Cc2ccccc2)c(=O)[nH]c1=O	-1.1	-4.9	24.6	-4.4	-8.4	4.6	-5.3	7.9	12.1
N/C(=N\OC(=O)CCCOc1ccc(Cl)cc1Cl)c1ccccn1	1.5	-1.1	23.1	-5.8	23.4	-12.6	8.6	-8.6	-17.4
COc1ccc(OC)c(-c2csc(N(C)C(=O)c3ccco3)n2)c1	-6.8	-0.1	18.3	-1.9	8.4	3.7	0.0	-7.4	-16.4
CCCCCCCC1(C)NC(=O)N(c2ccccc2)N1 (stereo not drawn)	4.5	2.1	20.3	-2.5	13.8	-6.2	4.6	1.4	-2.3
CCn1cc([N+](=O)[O-])c(C(=O)N2N=C(c3ccc(Cl)c(Cl)c3)CC2c2ccccc2O)n1 (stereo not drawn)	2.6	1.3	0.9	-9.9	11.8	-11.0	23.2	14.6	1.9
C/C(=C\C(=O)c1ccc(Br)cc1)N1CCCCC1	-2.7	2.2	14.6	-5.6	15.3	-16.2	-7.5	2.8	-10.2
Oc1cccc2c(NC(=S)Nc3ccc(OC(F)F)cc3)cccc12	3.7	-41.9	37.0	48.6	-189.7	79.5*	65.3*	62.1*	93.9*
c1csc(-c2nn3c(C4CCCCC4)nnc3s2)c1	-3.4	2.4	/	/	24.8	/	/	6.0	/
Cn1c(SCc2cc(=O)[nH]c3ccccc23)nnc1-c1ccc(Br)cc1	7.5	1.4	1.6	0.0	5.3	2.5	4.9	21.8	-7.0
CCOc1ccc(C(c2c(C)[nH][nH]c2=O)c2c(C)[nH][nH]c2=O)cc1OC	4.4	1.2	26.2	10.4	54.1*	-1.6	21.2	2.5	-3.4
O=C(COc1ccccc1[N+](=O)[O-])N1CCN(C(=O)c2ccco2)CC1	-3.8	0.5	2.7	-2.1	-5.2	1.2	-2.3	-8.3	-9.4
CN(CC(=O)Nc1ccc(Cl)cc1)C(=O)Cn1[nH]c(=O)c2ccccc2c1=O	1.4	1.3	1.0	-11.2	1.6	-13.7	-2.3	14.0	3.4
Cn1ncc(Cl)c1C(=O)Nc1ccc2c(c1)OCO2	-5.0	0.8	1.1	-12.7	11.3	-13.7	5.2	2.9	-28.9
COc1ccccc1C(=O)C(=O)c1ccccc1OC	-1.9	0.9	/	/	13.8	/	/	1.2	/
